HIV fusion peptide – inhibitors of HIV fusion peptide binding, primary screen, biochemical, uHTS, fluorescence dequenching (AID 1986) | hit rate 0.3% among 290,000 | cell-free peptide binding, fluorescence dequenching, 30 min; higher % means a stronger effect | inhibition, % at 20 µM, or IC50 in µM where a hit was titrated; in the data active = inhibition mostly above about 52%, no sharp cut-off; inactive = mostly below about 76%; note: some results filed as inactive read as strong as hits
AID2073 – disruptors of CaV2.2 binding to Mint1 – biochemical, HTRF (AID 2073); HTRF protein-protein interaction, Mint1-CaV2.2; higher % means a stronger effect; inhibition, % at 20 µM; hits with a dose series show IC50 in µM; hit rate 0.19% among 290,000; in the data active = inhibition mostly above about 51%, no sharp cut-off; inconclusive = no clear call, values can overlap the other calls; inactive = mostly below about 53%; note: some results filed as inactive read as strong as hits
Starred values were filed as active, the others as inactive; ? = inconclusive. Some of the compounds tested (hit frequency here may not be typical).

SMILES	HIV fusion peptide	AID2073
Cc1c2cnn(CC(=O)NCCCN3CCCCC3)c(=O)c2c(C)n1Cc1ccccc1	3.6%	-6%
Cc1cc(Cl)cc(C)c1OCCn1ccnc1	2.9%	-7%
Cc1cc(C(=O)Nc2ccc3ccccc3c2)c(C)o1	2.5%	7%
O=C(CCOc1ccccc1)Nc1ccnn1C1CCN(Cc2ccc(CO)o2)CC1	-0.3%	4%
CSc1ccc(CCNC(=O)C2CCCN(c3ncnc4c3nc3n4CCCCC3)C2)cc1 (centres undefined)	-0.7%	1%
COCCN(C(=O)CCC(=O)Nc1cc(C)on1)C(C(=O)NC1CCCC1)c1ccccc1F (centres undefined)	-0.2%	-7%
COc1cccc(NC(=O)CNCc2ccccc2)c1	-1.5%	31%
Cc1cccc2c1cnn2C(=O)CCC(=O)N1CC(C)CC(C)C1 (centres undefined)	0.0%	0%
CCCCNC(=O)c1nn2c(C(F)(F)F)cc(-c3ccc(OC)cc3)nc2c1Br	2.1%	23%
COc1ccc(-n2nc3c(c2NC(=O)C(C)Oc2ccccc2)CS(=O)C3)cc1 (centres undefined)	-0.9%	10%
CC(CCc1ccccc1)NC(=O)CCC(=O)N1CCC(C(N)=O)CC1 (centres undefined)	-0.4%	1%
CCN(CC)c1ncnc2c1cnn2Cc1ccc(C)cc1	-0.5%	14%
CC(=O)Nc1ccc(-c2csc(NC(=O)CC(NC(C)=O)c3ccccc3)n2)cc1 (centres undefined)	4.4%	24%
CCn1c(CNC(=O)c2cccc(C)c2)nnc1SCC(=O)NC1CCCC1	0.5%	14%
COc1ccccc1NC(=O)c1c([N+](=O)[O-])cnn1C	2.6%	15%
Cc1onc(-c2ccccc2Cl)c1C(=O)N1CCC(Cc2ccccc2)CC1	-0.8%	17%
CN(C)CCCN(C(=O)c1ccc(S(=O)(=O)N2CCCC2)cc1)c1nc2ccc(Br)cc2s1	-2.5%	8%
CCCc1nnc(NC(=O)CCS(=O)(=O)Cc2ccccc2)s1	3.3%	-5%
COc1ccc(C(c2c(C)n(C)n(-c3ccccc3)c2=O)c2c(C)n(C)n(-c3ccccc3)c2=O)cc1	-0.4%	-1%
COCc1nnc(NC(=O)CCc2ccc(OC)cc2)s1	-0.1%	8%
CCc1cc(=O)oc2cc(C)cc(OC(C)C(=O)NC3CC(C)(C)NC(C)(C)C3)c12 (centres undefined)	1.7%	24%
COc1ccccc1NC(=O)CCn1c(=O)c2cccn2c2ccccc21	1.8%	-8%
Cc1c(NS(=O)(=O)c2ccc([N+](=O)[O-])cc2)c(=O)n(-c2ccccc2)n1C	-0.1%	2%
Cc1cccc(N(CC(=O)NC2CC2)S(=O)(=O)c2ccc(Cl)cc2)c1	-1.2%	-4%
COc1ccc(N2CC(C(=O)N[C@H](C(=O)NC3CCCC3)C(C)C)CC2=O)cc1 (some centres undefined)	0.8%	7%
COc1cc(-c2cc(C(=O)Nc3cccc(S(=O)(=O)N(C)C)c3)c3ccccc3n2)cc(OC)c1OC	-0.8%	34%
c1ccc(Nc2nc(Nc3ccccc3)nc(N3CCNCC3)n2)cc1	-0.3%	7%
COc1ccc(/C=C2\SC(=S)N(CCCC(=O)Nc3ccc(C(=O)O)cc3)C2=O)cc1OC	40%	12%
CC1=CC(=O)C(C(C)C)=C/C1=C(\c1cc(C(C)C)c(OP(=O)(O)O)cc1C)c1ccccc1C(=O)O	60%	22%
CCOC(=O)N1CCN(C(=O)CN2C(=O)NC(c3ccccc3)(c3ccccc3)C2=O)CC1	-1.4%	7%
CC(C)C[C@@H](CO)N1CCNCCC1=O	2.5%	12%
COc1ccccc1-c1ccc2nnc(SC)n2n1	-0.9%	34%
CN1C(c2ccccc2)CCOS1(=O)=O (centres undefined)	-0.6%	6%
CCn1cc(/C=C(\NC(=O)c2ccccc2F)C(=O)NCCN2CCOCC2)c2ccccc21	-0.1%	6%
Oc1ccc(Br)cc1-c1ccnn1-c1ccccc1	-0.7%	5%
COc1ccc(C(=O)OCC(=O)Nc2cccc(C(C)=O)c2)c(OC)c1OC	-1.8%	9%
COc1ccc(S(=O)(=O)N2CCC(C(=O)N3CCN(C)CC3)CC2)cc1OC	-0.2%	16%
O=C(N/N=C(\c1ccccc1)c1cccnc1)c1cccc(F)c1	-1.0%	-5%
Cc1c(C(=O)N2CCCCCC2)c(S(=O)(=O)Nc2ccc(F)cc2)c(C)n1C	1.0%	1%
COc1ccc(C(C(=O)NC2CCCCC2)N(C(=O)c2ccco2)c2ccccc2C(C)=O)cc1OC (centres undefined)	-0.2%	-4%

A few values from the entries so far.
Value of COc1ccccc1-c1ccc2nnc(SC)n2n1 under HIV fusion peptide: -0.9%
Value of Cc1cc(C(=O)Nc2ccc3ccccc3c2)c(C)o1 under AID2073: 7%
Value of Cc1c2cnn(CC(=O)NCCCN3CCCCC3)c(=O)c2c(C)n1Cc1ccccc1 under AID2073: -6%

Three neighbouring records from above:
SMILES	HIV fusion peptide	AID2073
CCn1cc(/C=C(\NC(=O)c2ccccc2F)C(=O)NCCN2CCOCC2)c2ccccc21	-0.1%	6%
Oc1ccc(Br)cc1-c1ccnn1-c1ccccc1	-0.7%	5%
COc1ccc(C(=O)OCC(=O)Nc2cccc(C(C)=O)c2)c(OC)c1OC	-1.8%	9%

Continued:
SMILES	HIV fusion peptide	AID2073
O=C(N/N=C/c1ccoc1)c1ccc(Cl)cc1Cl	-2.3%	12%
COc1ccc(CN2CCNC(=O)C2CC(=O)NCC2CCOCC2)c(F)c1 (centres undefined)	-0.5%	4%
CCCCCN1CC(=O)N2Cc3[nH]c4ccccc4c3C[C@H]2C1=O	-0.1%	5%
COc1ccc(-c2csc3ncnc(NCCCO)c23)cc1	1.9%	7%
CCOC(=O)N1CCN(S(=O)(=O)N2CCCC(C(=O)NCc3ccc(OC)cc3)C2)CC1 (centres undefined)	-0.6%	-2%
Cc1ccc(C(=O)NCCN2CCOCC2)cc1C	1.3%	20%
Cc1cc(C)cc(NC(=O)CCC(=O)Nc2nnc(C(C)C)s2)c1	-0.2%	7%
CCOc1ccc(/C=C/C(=O)N2CCOCC2)cc1OC	0.0%	4%
CCn1c2ccc(F)cc2c2nnc(SCCN3CCOCC3)nc21	-0.9%	-21%
CC(=O)c1cccc(NC(=S)N2CCN(S(=O)(=O)c3ccccc3)CC2)c1	-1.1%	-17%
CCC1=NN2C(=N)/C(=C\c3ccc(OCCOc4ccccc4OC)cc3)C(=O)N=C2S1	22%	6%
O=C(NC1CCN(C(=O)Nc2ccc(F)cc2)CC1)c1ccc(F)cc1	0.8%	8%
COc1ccc(C(=O)N2CCC(C(=O)NC3CC3)CC2)cc1	1.3%	-3%
O=C(NC1CCCCC1)c1ccc(-c2ccccc2[N+](=O)[O-])o1	0.1%	?
CN(C)c1ccc(NC(=O)CCCCCn2nnc3ccccc3c2=O)cc1	-0.5%	-11%
Cc1ccc(S(=O)(=O)/N=C(\N)c2ccc(Cl)cc2)cc1	0.4%	33%
Cc1cc(C)c2sc(N(CCN(C)C)C(=O)c3ccc4ccccc4c3)nc2c1	-1.2%	10%
C[C@@H](NC(=O)CN1C(=O)c2ccccc2S1(=O)=O)c1ccccc1	-1.7%	-1%
COc1cccc(C(=O)N(C)CC(=O)Nc2ccc(F)c(F)c2F)c1	1.2%	-4%
Cc1ccc(CNC(=O)Nc2ccccc2)c(C)c1	1.8%	8%
CCOC(=O)c1ccc2c(c1)N(CC)C(=O)c1ccccc1S2	0.7%	-1%
Cc1ccc(S(=O)(=O)c2nc(-c3ccco3)oc2SCC(N)=O)cc1	9.0%	-5%
COc1ccc(CN2CCN(C3CCC3)CC2CCO)c(C)c1C (centres undefined)	1.0%	9%
O=C(CSc1nnc(-c2ccccc2F)o1)NC1CCCCC1	-0.3%	-12%
CC(C)C(OC(=O)c1nsc(Cl)c1Cl)C(=O)NCc1ccccc1 (centres undefined)	1.1%	8%
CCN1CCN(C(=O)c2cc(COc3ccc(C(C)=O)cc3OC)on2)CC1	-0.7%	3%
CCOCc1nnc(NC(=O)CCC2CCCCC2)s1	0.7%	10%
CCc1ccc(-c2nc(CS(=O)CC(=O)NCCCN3CCOCC3)c(C)o2)cc1 (centres undefined)	-0.6%	-16%
N#Cc1sc(NCc2cccc(Cl)c2)nc1Cl	-0.8%	35%
C=CCn1c(=O)c2c(nc3n2CC(C)CN3CCc2ccccc2)n(C)c1=O (centres undefined)	-1.8%	-4%
CC(C)Oc1ccc(C(CCN)C2CCCCC2)cc1 (centres undefined)	1.4%	17%
COCCn1c(SCC(=O)Nc2ccccc2F)nc2c([nH]c3ccccc32)c1=O	-1.2%	33%
COc1ccc(C(=O)CC(=O)C(=O)Nc2c(C)cccc2C)cc1	2.0%	-5%
O=C(Nc1ccnn1C1CCN(Cc2cc(Cl)ccc2O)CC1)C1CC1	-0.8%	8%
O=C(C[n+]1cc(Br)cc(Br)c1)c1ccccc1	-0.4%	-6%
COc1ccc(Cl)cc1NS(=O)(=O)c1c(C)nc2sccn2c1=O	0.7%	6%
CNS(=O)(=O)c1cn(CC(=O)N(C)Cc2ccccc2)cc1S(=O)(=O)NC	0.7%	-6%
CC(C)c1nnc2c(N(C)S(=O)(=O)c3ccccc3)nc3ccccc3n12	1.4%	-3%
Cc1ccc2oc(C(=O)N3CCN(Cc4nccn4C)CC3)c(C)c2c1	1.5%	6%
COC(=O)c1ccc(N2CCOCC2)c(NC(=O)c2ccc3c(c2)OCO3)c1	3.4%	8%
CC(C)(C)c1ccc(C(=O)NCCCNC(=O)c2ccccn2)cc1	0.9%	8%
COc1ccc(/C(C)=N\NC(=O)CNC(=O)C(c2ccccc2)c2ccccc2)cc1OC	1.2%	16%
COc1ccc(CCN2CC(C(=O)N(C)Cc3ccc(C)o3)CCC2=O)cc1 (centres undefined)	0.9%	20%
COC(=O)Cn1cnc2scc(-c3ccc(C)c(C)c3)c2c1=O	0.0%	12%
O=C(CSCc1c(F)cccc1F)Nc1ccccc1	2.6%	9%
CCCCN(C)CCCNC(=O)c1cc(Nc2ccc(OC)c(OC)c2)nc2ccccc12	0.6%	-10%
CC(=O)c1ccc(OCc2cc(C(=O)N(C)Cc3nc4c(C)cccc4[nH]3)no2)cc1	1.8%	8%
Cc1ccc(C(=O)N2CCN(CCNC(=O)C(=O)NCc3ccc(Cl)cc3)CC2)cc1	1.2%	12%
COc1cc(C2N(C)C(=O)c3ccccc3N2C)ccc1O (centres undefined)	-1.9%	21%
Cc1cc(CN(C)C(=O)c2ccc(OC3CCN(Cc4ccccn4)CC3)cc2)on1	-0.9%	1%

Other entries.
SMILES	HIV fusion peptide	AID2073
Cc1c(CCO)c(=O)[nH]n1S(=O)(=O)c1cccc(C(F)(F)F)c1	0.4%	8%
CC(=O)Nc1cccc(C(=O)OCN2C(=O)c3ccccc3C2=O)c1	-0.6%	1%
O=C(CCl)c1cc2c3c(c1)CC(=O)N3CCC2	-0.3%	-3%
N#CC1(P(=O)(c2ccccc2)c2ccccc2)CCCC1	1.4%	2%
Cc1cc(C)nc(SCCCNCc2c(F)cccc2Cl)n1	-1.5%	4%
O=C(CNC(=O)Cc1ccc(Cl)cc1)NCC(=O)N1CCCCC1	0.1%	5%
COc1cc(N2C(=O)CSC2=S)cc(OC)c1OC	1.5%	-10%
CCC(=NCCc1ccc(OC)c(OC)c1)c1ccccc1O	-2.1%	?
CCCOc1ccc(C(=O)Nc2ccc(NC(=O)c3cccs3)cc2)cc1	1.4%	19%
Cn1cc(/C=C(\NC(=O)c2ccccc2)C(=O)N2CCOCC2)c2ccccc21	0.2%	9%

Ordered by SMILES length (largest number first): some entries from above
SMILES	HIV fusion peptide	AID2073
CCCOc1ccc(C(=O)Nc2ccc(NC(=O)c3cccs3)cc2)cc1	1.4%	19%
N#CC1(P(=O)(c2ccccc2)c2ccccc2)CCCC1	1.4%	2%
O=C(CCl)c1cc2c3c(c1)CC(=O)N3CCC2	-0.3%	-3%

Other structures follow.
SMILES	HIV fusion peptide	AID2073
COc1ccc(Cl)cc1NC(=O)c1nnn(CC(=O)Nc2ccc(C)c(C)c2)c1N	0.8%	34%
CCc1nc(CN(C)C(=O)C2CCC(=O)N(CCc3cccc(F)c3)C2)no1 (centres undefined)	-0.8%	8%
CSc1ccc(CCNC(=O)c2ccc(CS(=O)Cc3ccccc3Cl)o2)cc1 (centres undefined)	0.3%	-4%
Cc1ccc(S(=O)(=O)c2cc3c(=O)n4cccc(C)c4nc3n(C3CCCCC3)c2=N)cc1	-0.8%	8%
CC(C)(C)CC(=O)N1CCN(Cc2ccc3c(c2)OCO3)CC1	-1.9%	12%
N#CCC(=O)Nc1ccc(C(=O)OCC(=O)N(C2CCCCC2)C2CCCCC2)cc1	5.5%	16%
COc1ccc(NC(=O)CCn2c(=S)[nH]c3ccccc3c2=O)cc1	1.0%	36%
CCOCc1nnc(NC(=O)C2CCN(C(=O)C3CC(=O)N(c4ccc(C)cc4)C3)CC2)s1 (centres undefined)	0.4%	-7%
Cc1nn(CCCC(=O)NCCCN2CCN(C)CC2)c(=O)c2c1sc1ccccc12	-1.7%	-7%
COc1ccc2[nH]c3c(=O)n(CCCC(=O)NC4CCCCC4C)c(=S)[nH]c3c2c1 (centres undefined)	-0.8%	30%
COc1ccccc1NC(=O)C1CCCN(S(=O)(=O)c2ccc3c(c2)CC(C)N3C(C)=O)C1 (centres undefined)	-0.9%	5%

In a second layout: results already given
CC(C)Oc1ccc(C(CCN)C2CCCCC2)cc1 (centres undefined)
  HIV fusion peptide: 1.4%
  AID2073: 17%

Oc1ccc(Br)cc1-c1ccnn1-c1ccccc1
  HIV fusion peptide: -0.7%
  AID2073: 5%

CCc1nc(CN(C)C(=O)C2CCC(=O)N(CCc3cccc(F)c3)C2)no1 (centres undefined)
  HIV fusion peptide: -0.8%
  AID2073: 8%

COc1ccc(Cl)cc1NS(=O)(=O)c1c(C)nc2sccn2c1=O
  HIV fusion peptide: 0.7%
  AID2073: 6%
